Compound activity as filed in PubChem.
HT1080-NT tox: kills 2HG-producing HT-1080-NT fibrosarcoma cells | Potency, µM (doses to about 46.1 µM), without a hit: top-dose activity, negative = less viability, usual class: cytotoxic | HT-1080-NT fibrosarcoma viability, CellTiter-Glo ATP luminescence, 48 h | 360,000 tested, 1.6% active | AID 686970;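 note: NT is the 2HG producing partner of a matched IDH1 knockdown line; 0% = DMSO-treated cells and -100% = media-only wells without cells; nearly all actives have a fitted effect of over 55% in size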
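Toxicity toward the 2HG-producing NT line was scored as %Activity, normalised to DMSO and no-cell wells, from CellTiter-Glo luminescence after 48 hours' treatment.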
KB-V1 MDR tox: kills drug-selected multidrug resistant KB-V1 cells; KB-V1 MDR cells viability, CellTiter-Glo, 72 h; 400,000 tested, 3.4% active; Potency, µM (highest dose often 46.1 µM), inactives show at the top dose activity change, negative = cytotoxicity, most hits filed as cytotoxic; note: % is set by controls: 0 for no effect and ±100 for the full control effect; nearly all actives have a fitted effect of over 60% in size
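Cells of the MDR subline KB-V1 are plated, dosed with compound at multiple concentrations, and incubated 72 h at 37 degrees C; CellTiter-Glo is then added and luminescence read after 10 min.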
HEK293 tox: cytotoxic in the GLP-1 receptor inverse agonist counter-screen. HEK293 cAMP-luciferase reporter cells, luminescence, 24 h. 410,000 tested, 0.13% active. Potency, µM (series often up to 38.3 µM), inactives show at the top dose activity change, negative = inhibition, most hits filed as inhibitors;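 note: loss of luciferase light is scored as toxicity; % is set by controls: 0 for no effect and ±100 for the full control effect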
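Seeding density was 200 cells/uL; after overnight-length (12 h) culture, 23 nL compounds went on for 24 h at 37 °C. Readout used a luciferase detection reagent, luminescence taken after 12 min at room temperature.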
HT1080 IDH1KD tx: kills HT-1080 cells with IDH1 knockdown; Potency, µM (top dose mostly 46.1 µM), without a hit: at the highest dose activity, negative = toxicity, actives largely listed as cytotoxic; HT-1080 IDH1 knockdown viability, ATP luminescence, 48 h; AID 686971; 360,000 tested, 2% active;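 note: 0% = DMSO wells and -100% = cell-free medium wells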
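IDH1KD HT-1080 cells, 750/well, RPMI + 5% FBS; compound pinned after 2 h settling; 48 h, 37 °C; CellTiter-Glo luminescence; % activity normalised to DMSO and no-cell wells; curves fitted, classed by r2 and efficacy.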
SW480 rereplic: DNA re-replication induction in SW480 cells; Potency, µM (titrated, usually from 46.1 µM), for the others: at the top dose re-replication activation, actives largely listed as activators; AID 624297; SW480 DNA re-replication, Hoechst DNA content imaging, 48 h; 340,000 tested, 1.8% active; note: % of control where 0% means no effect; nearly all actives have a fitted effect of over 55% in size
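Hoechst fluorescence of nuclei (405 nm excitation, 500-530 nm emission) measured by plate-scanning imager after 48 hr compound exposure at 37 C; re-replication scored as increased number of nuclei with elevated intensity.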
GLP1R ag: activates the human GLP-1 receptor; P43220; HEK293 GLP-1R CRE-luciferase, luminescence, 4-6 h; cells express a hypersensitive GLP-1R form; Potency, µM (doses to about 45.6 µM), without a hit: top-dose activation, actives largely listed as activators; 380,000 tested, 0.007% active; AID 624172; note: % of control where 0% means no effect
Target sequence (P43220 whole entry, looked up): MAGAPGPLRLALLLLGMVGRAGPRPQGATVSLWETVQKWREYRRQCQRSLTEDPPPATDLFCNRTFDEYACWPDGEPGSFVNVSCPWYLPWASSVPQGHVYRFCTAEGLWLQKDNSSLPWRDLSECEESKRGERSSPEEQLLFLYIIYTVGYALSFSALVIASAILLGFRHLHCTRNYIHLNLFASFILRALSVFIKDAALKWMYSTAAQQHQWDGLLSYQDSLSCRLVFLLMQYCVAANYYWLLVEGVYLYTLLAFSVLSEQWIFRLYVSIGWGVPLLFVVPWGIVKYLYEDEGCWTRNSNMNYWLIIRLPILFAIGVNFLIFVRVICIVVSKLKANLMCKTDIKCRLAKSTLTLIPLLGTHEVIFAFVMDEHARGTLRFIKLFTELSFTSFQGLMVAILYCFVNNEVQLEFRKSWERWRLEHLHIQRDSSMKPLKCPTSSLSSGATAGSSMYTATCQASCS
KB-3-1 cytotox: kills parental KB-3-1 adenocarcinoma cells. KB-3-1 viability, CellTiter-Glo ATP luminescence, 72 h. Potency, µM (top dose mostly 46.1 µM), inactives show at the top dose activity change, negative = cytotoxic, hits mostly cytotoxic. 400,000 tested, 1.4% active. AID 1347075; note: % is set by controls: 0 for no effect and ±100 for the full control effect; nearly all actives have a fitted effect of over 60% in size
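Multi-concentration cytotoxicity screen in KB-3-1 cells grown in DMEM lacking phenol red with 10% FBS. After 72 h at 37 °C with compound, ATP-dependent luminescence was recorded.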
GLP1R inv ag: GLP-1 receptor (human) inverse agonism | HEK293 GLP-1R CRE-luciferase, luminescence, 24 h; GLP-1R form is constitutively active | Potency, µM (series often up to 38.3 µM), for inactives: at the top dose activity change, negative = inhibition, most hits filed as inhibitors | 410,000 tested, 1.6% active | AID 624417; note: % is set by controls: 0 for no effect and ±100 for the full control effect; nearly all actives have a fitted effect of over 55% in size
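Readout was luciferase luminescence, measured 12 min after detection reagent at room temperature. Beforehand, GLP-1R reporter HEK293 cells had sat 12 h, then received compounds for 24 hr at 37 deg C.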
TDP43 rescue: TDP-43 toxicity inhibition in yeast; TDP-43 expressing yeast growth rescue, BacTiter-Glo, 24 h; Potency, µM (doses to about 46.1 µM), without a hit: at the top dose growth rescue (activation), actives largely listed as activators; 410,000 tested, 1.8% active; note: % of control where 0% means no effect; nearly all actives have a fitted effect of over 50% in size
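Readout is BacTiter-Glo luminescence of cell growth, so inhibitors register as activators. TDP-43-expressing yeast at OD600=0.02 in galactose medium, after raffinose pregrowth to mid-log, were incubated with compound for 24 hr at 30 deg C.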
The depositor's hits bear a star; ? = inconclusive; nt = not tested or not shown; [ ] = dose if it differs, or a comment. Calls come from the whole dose curve; as a rule, active = well fitted curve in the direction sought with a large enough effect; inconclusive = small, poorly fitted or top-dose-only effect, or another doubt; inactive = no such curve, though single readings can be large; an effect the other way counts as inactive or inconclusive. Potency is the fitted concentration of half-maximal effect.

SMILES | HT1080-NT tox | KB-V1 MDR tox | HEK293 tox | HT1080 IDH1KD tx | SW480 rereplic | GLP1R ag | KB-3-1 cytotox | GLP1R inv ag | TDP43 rescue
CCOc1cccc(N(C(=O)CNC(=O)c2ccco2)C(C(=O)NCC2CCCO2)c2ccccc2)c1 (configuration not stated) | 16% | -10% | 0% | 5% | -2% | 3% | 2% | -6% | 20%
CC(=O)Nc1cccc(-c2cnc(NC(C)=O)cn2)c1 | -10% | 23% | -7% | ? | nt | -6% | 18µM* | ? | -22%
CC(=O)CCC(=O)c1ccc2ccccc2c1 | 9% | -20% | -4% | 7% | ? | 15% | 17% | 30%[activator] | ?
Cc1ccc(NC(=O)C2CCN(S(=O)(=O)c3ccc4c(c3)oc(=O)n4C)CC2)cc1 | 0% | -16% | -10% | 2% | 4% | -5% | 19% | 2% | 10%
O=C(Cn1cncn1)NCCCc1ccccc1 | -12% | -16% | 0% | ? | 7% | -2% | -10% | 20% | -8%[9.22 µM]
CN(c1ccccc1)c1ncnc2c1ncn2C | 5% | 19% | -2% | 14% | 0% | 1% | ? | 21% | 25%
O=C(NCCNC(=O)c1ccccc1)c1ccccc1 | -6% | 0% | 1% | 7% | 6% | 0% | 19% | 7% | -1%
O=C(Nc1cccc(O)c1)C1CC(c2ccc(Cl)cc2)=NO1 (configuration not stated) | -22% | 18% | -5% | 0% | -4% | 13% | -1% | -24% | -4%
CCOC1=C(C#N)CC2(CC1)c1ccccc1-c1ccccc12 | -13% | ? | 2% | -10% | -4% | 9% | -10% | ? | -8%
COc1cc(C(=O)NC2CCCC2)c(Br)c(OC)c1OC | 2% | -10% | 4% | 15% | 1% | 9% | 5% | -14% | -9%
C=CCOc1ccc(CNc2nn[nH]n2)cc1 | 12% | 9% | -21% | 8% | -2% | -7% | 19% | -19% | 11%
O=C(CSc1n[nH]c(=O)[nH]c1=O)c1ccccc1 | -3% | -17% | 13% | -1% | ? | 6% | -2% | -1% | -16%
COc1ccc(-c2cc(C(=O)O)no2)cc1 | 1% | -1% | -1% | 12% | -3% | 1% | 4% | 4% | -29%
CC(C)(C)NC(=O)C(=O)NNC(=O)c1ccc(C(C)(C)C)cc1 | -15% | -14% | -26% | -18% | -1% | -18% | -13% | ? | 14%
Cc1cccn2c(=O)c(/C=N/O)c(NCc3ccccc3)nc12 | -7% | 12% | 0% | -8% | ? | 23% | -5% | 82%[activator] | 12%
NC(=O)c1ccc(SCC(=O)OCC(=O)N2CCN(C(=O)c3ccco3)CC2)c([N+](=O)[O-])c1 | 10% | -5% | -13% | 10% | -4% | -12% | -14% | -11% | -5%
CC(C)NC(=O)NC(=O)COC(=O)c1ncc(Cl)c(Cl)c1Cl | -7% | ? | -3% | 0% | -2% | 14% | -7% | 53%[activator] | -1%[0.397 µM]
CC(=O)c1ccc(N2CCN(C(=S)Nc3ccccc3F)CC2)cc1 | 12% | -2% | -5% | 8% | -4% | -4% | 4% | 1% | 12%
Nn1c(SCC(=O)NC2CCCCC2)nnc1-c1ccccc1F | 0% | ? | -12% | 8% | 1% | 5% | -9% | 8% | 11%
CNc1nc(Oc2ccc(C(=O)OC)cc2)nc(SC)n1 | 0% | -15% | 6% | -11% | 2% | -1% | -13% | 46%[activator] | -1%

The list goes on (2 carried over from the part before).
SMILES | HT1080-NT tox | KB-V1 MDR tox | HEK293 tox | HT1080 IDH1KD tx | SW480 rereplic | GLP1R ag | KB-3-1 cytotox | GLP1R inv ag | TDP43 rescue
Nn1c(SCC(=O)NC2CCCCC2)nnc1-c1ccccc1F | 0% | ? | -12% | 8% | 1% | 5% | -9% | 8% | 11%
CNc1nc(Oc2ccc(C(=O)OC)cc2)nc(SC)n1 | 0% | -15% | 6% | -11% | 2% | -1% | -13% | 46%[activator] | -1%
Cc1cc(O)c(NC(=O)c2cc([N+](=O)[O-])ccc2Cl)cc1C | ? | 0% | -13% | ? | ? | 22% | ? | ? | 14µM*
O=C(Nc1ccc(C#Cc2ccccc2)cc1)C1CC1 | nt | 15µM* | -21% | nt | 18% | -5% | -4% | -2% | 6%
O=C(CC1SC(=Nc2ccccc2F)N(CCN2CCOCC2)C1=O)Nc1ccc(F)cc1F (configuration not stated) | -13% | -28% | -5% | -7% | ? | 10% | 9% | ? | -15%
CCC1Sc2ccc(S(=O)(=O)CCC(=O)NCc3ccco3)cc2NC1=O (configuration not stated) | -17% | -4% | -12% | -22% | ? | 5% | -24% | ? | 9%
CCN(C(=O)COC(=O)c1cc2ccccc2cc1OC)c1c(N)n(Cc2ccccc2)c(=O)[nH]c1=O | -10% | ? | -9% | -11% | -16% | -3% | 9% | -21% | 11%
Cc1cnc(NC(=O)CCN2C(=O)C3CCCCC3C2=O)s1 (configuration not stated) | 17% | -3% | -11% | 15% | -3% | -1% | 3% | 15% | 11%
CC1=C(C(=O)OC2CCCC2)C(c2cccc(Cl)c2Cl)CC(=O)N1 (configuration not stated) | nt | ? | -3% | nt | nt | -2% | 0% | ? | 20%
Cc1c(NC(=O)COC(=O)c2ccc(F)c(S(=O)(=O)N3CCOCC3)c2)c(=O)n(-c2ccccc2)n1C | 10% | 4% | -1% | 8% | -6% | 0% | -1% | 11% | 0%
CCCCOc1ccc(N(CC(=O)NCC2CCCO2)C(=O)CCC(=O)Nc2nccs2)cc1 (configuration not stated) | -3% | -2% | -2% | -1% | 11% | 10% | -1% | ? | -23%
NC(=O)c1cc(NC(=O)c2ccc(NS(=O)(=O)c3cccs3)cc2)cc(C(N)=O)c1 | 29% | -5% | 0% | 1% | 9% | 1% | 0% | 31%[activator] | -25%
COc1cc(OC)c(C(=O)Nc2ncn[nH]2)cc1OC | 17% | 7% | -20% | 9% | -5% | 2% | 13% | 34%[activator] | -17%
Cc1ccc(NC(=O)Nc2ccc3c(c2)N(C)C(=O)CS3)cc1C | -27% | 2% | ? | -22% | -1% | 3% | -26% | ? | 24%
O=C(CNCCc1ccccc1)Nc1ccc(C(=O)N2CCCCC2)cc1 | 6% | -10% | -9% | -8% | -9% | 15% | -7% | 0% | -20%
Cc1cc(C(=O)NC(C)C2CCCO2)cs1 (configuration not stated) | 3% | 9% | -10% | 19% | -15% | -3% | 16% | 0% | -10%
CCN1CCN(C(c2ccccn2)c2c(NC(=O)c3ccccc3)sc(C)c2C)CC1 (configuration not stated) | -30% | ? | ? | -23% | 11% | 1% | ? | ? | 21%
O=C(CSc1ncc(-c2ccccc2)[nH]1)Nc1cccc(Br)c1 | nt | 2% | 1% | nt | nt | nt | 13% | ? | 23%
Nc1cc(N2CCCC2)ccc1[N+](=O)[O-] | -7% | -18% | -4%[0.307 µM] | -3% | -2% | 5% | 1% | 3%[0.307 µM] | 23%
CC(=O)Nc1ccc(NCc2ccc(C)s2)cc1 | 2% | -18% | -5% | 1% | -5% | -5% | 9% | 2% | 18%
COc1ccccc1NC(=O)N(Cc1ccco1)Cc1cc2ccc(C)c(C)c2[nH]c1=O | 3.7µM* | 5.8µM* | ? | 2.6µM* | 18µM* | 6% | 5.8µM* | ? | 18%
Cc1cn2c(nc1=O)OC1CC2OC1CO (configuration not stated) | 4% | 0% | -5% | 15% | 1% | 10% | 7% | -5% | 11%

One compound at a time (already shown). Order of screens: HT1080-NT tox | KB-V1 MDR tox | HEK293 tox | HT1080 IDH1KD tx | SW480 rereplic | GLP1R ag | KB-3-1 cytotox | GLP1R inv ag | TDP43 rescue
COc1ccccc1NC(=O)N(Cc1ccco1)Cc1cc2ccc(C)c(C)c2[nH]c1=O across the screens: 3.7µM* | 5.8µM* | ? | 2.6µM* | 18µM* | 6% | 5.8µM* | ? | 18%
CCN1CCN(C(c2ccccn2)c2c(NC(=O)c3ccccc3)sc(C)c2C)CC1 (configuration not stated) across the screens: -30% | ? | ? | -23% | 11% | 1% | ? | ? | 21%

More records.
SMILES | HT1080-NT tox | KB-V1 MDR tox | HEK293 tox | HT1080 IDH1KD tx | SW480 rereplic | GLP1R ag | KB-3-1 cytotox | GLP1R inv ag | TDP43 rescue
C[C@H]1CCC[C@@]2(O[C@@H](CCO)C[C@H](O)[C@H]2O)O1 | 12% | 0% | -27% | 17% | -2% | -5% | 2% | 2% | 19%
CC(C)CN1CCN(Cc2cccn2-c2ccccn2)CC1CCO (configuration not stated) | -11% | 5% | 5% | 4% | -2% | 5% | 1% | 6% | 18%
CC(=O)c1ccc2noc(-c3cccc(F)c3)c2c1 | -1% | 0% | 4% | 7% | 1% | 8% | -14% | 37%[activator] | ?
O=S(=O)(c1ccc(NC(=S)Nc2ccccc2)cc1)N1CCOCC1 | 16% | -25% | -20% | 18% | -2% | 9% | -5% | 1% | 10%
O=C(O)CCc1ccc(-c2ccc(Cl)cc2)n1CC(=O)O | 2% | -2% | -1% | 12% | 0% | -12% | 13% | 17% | -4%
COC(=O)c1ccc2c(c1)C(=O)/C(=C/c1ccc(C)cc1)O2 | -5% | -19% | -3% | -3% | 82% | 6% | 0% | 6% | -7%
Cc1nc2c(C(=O)NCc3ccc4c(c3)OCO4)c[nH]n2c(=O)c1Cl | 6% | -6% | 3% | 4% | -1% | 9% | ? | 6% | -7%
Cc1nc(Oc2ccccc2)c2ccsc2n1 | -21% | -3% | -6%[0.307 µM] | -4% | -4% | 1% | 22% | -14%[0.307 µM] | 13µM*
CC(C)(C)c1[nH]nc2c1C(c1ccccc1OC(=O)N1CCOCC1)C(C#N)=C(N)O2 (configuration not stated) | 9% | -5% | -14% | 3% | -1% | -1% | 5% | 3% | -16%
COc1ccc(CNC(=O)Cn2ccc3cc(S(=O)(=O)N4CCCC4)ccc32)cc1OC | 2% | 0% | 6% | 1% | -20% | 5% | 0% | 18% | 15%
COc1cccc2cc(C(=O)N3CCC(C)CC3)c(=O)oc12 | ? | -13% | 3% | 25% | 0% | -6% | -3% | 1% | 0%
CC1Cc2cc(S(=O)(=O)N3CCC(C(=O)NCc4ccco4)CC3)ccc2N1C(=O)C1CCC1 (configuration not stated) | -20% | ? | 4% | -6% | 2% | 14% | ? | 41%[activator] | -1%
CC(Oc1ccc(Br)cc1)C(=O)N(C)CC(=O)Nc1ccc(N2CCOCC2)cc1 (configuration not stated) | 5% | 2% | 4% | 5% | -12% | 1% | 13% | 6% | ?

The order is random; overall some 9.4% were active at least once.
